Neddylation inh – blocks human cullin neddylation. hit rate 0.58% among 360,000. P61081+Q13564. AID 651699. TR-FRET cullin neddylation, biochemical. calls only at 25 µM; in the data active = inhibition above about 36%
MT1-MMP act inh – inhibitors of human MT1-MMP activation; hit rate 0.061% among 360,000; AID 651647; P50281; GFP/RFP ratio change, % at 20 µM; HT1080 RFP-PRO-GFP cells, GFP/RFP ratio fluorescence, overnight; percent of plate control window, DMSO zero;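 active = GFP/RFP ratio change of at least 30% with cell ATP level not reduced by more than half and red fluorescence within 50% of control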; note: strong numbers were not always called active
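Test system: HT1080 cells expressing an RFP-PRO-GFP fluorescent reporter construct / Compound dosing: single-point 20 µM compound, 1% DMSO / Schedule: cells overnight before dosing, compound overnight, 37 °C, 5% CO2 / Evaluation: GFP/RFP fluorescence ratio / Control set: DMSO and RFP-L50D-GFP cell wells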
NRP1-CendR mod – alters CendR peptide binding to human NRP-1; hit rate 0.85% among 360,000; O14786; FAM-RPARPAR peptide binding to NRP-1, fluorescence polarization; inhibition, % at 25 µM;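 active = inhibition or corrected inhibition above about 18%, plus a signal ratio from 0.5 to 1.5, limit read from the data, passing the limit was not always enough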; note: strong numbers were not always called active
Target sequence (O14786 whole entry, looked up): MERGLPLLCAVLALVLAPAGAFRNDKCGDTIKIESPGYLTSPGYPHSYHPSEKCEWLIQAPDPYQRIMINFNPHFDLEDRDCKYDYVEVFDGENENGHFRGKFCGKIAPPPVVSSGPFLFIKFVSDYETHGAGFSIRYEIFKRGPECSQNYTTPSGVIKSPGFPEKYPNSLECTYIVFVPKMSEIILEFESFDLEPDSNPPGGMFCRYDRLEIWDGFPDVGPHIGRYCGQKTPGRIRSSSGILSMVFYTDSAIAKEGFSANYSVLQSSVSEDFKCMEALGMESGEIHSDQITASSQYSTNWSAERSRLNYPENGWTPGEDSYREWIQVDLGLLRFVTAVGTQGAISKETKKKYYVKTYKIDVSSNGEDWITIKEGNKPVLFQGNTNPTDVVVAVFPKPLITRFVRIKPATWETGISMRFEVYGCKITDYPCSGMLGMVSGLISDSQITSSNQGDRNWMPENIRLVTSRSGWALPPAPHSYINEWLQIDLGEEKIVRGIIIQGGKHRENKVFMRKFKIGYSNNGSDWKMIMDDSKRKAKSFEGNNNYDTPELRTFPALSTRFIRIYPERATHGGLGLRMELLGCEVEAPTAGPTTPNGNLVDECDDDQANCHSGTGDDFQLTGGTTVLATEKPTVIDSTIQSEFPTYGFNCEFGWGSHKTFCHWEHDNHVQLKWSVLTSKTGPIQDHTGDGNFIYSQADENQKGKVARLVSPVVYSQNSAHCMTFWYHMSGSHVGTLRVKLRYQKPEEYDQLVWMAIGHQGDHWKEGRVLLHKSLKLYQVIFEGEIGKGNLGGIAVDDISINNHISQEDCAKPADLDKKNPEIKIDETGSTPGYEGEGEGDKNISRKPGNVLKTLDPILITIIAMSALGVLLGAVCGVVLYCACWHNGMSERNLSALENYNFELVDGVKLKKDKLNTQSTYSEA
Rin1-Abl PPI inh – inhibitors of human Rin1-Abl protein interaction; P00519+Q13671; TR-FRET Rin1/Abl binding, biochemical; inhibition, % at 7.35 µM; hit rate 0.4% among 360,000; AID 588664; in the data active = inhibition above about 5%, passing the limit was not always enough
SKN-1 inh – inhibitors of C. elegans SKN-1; C. elegans VP596 Pgst-4::GFP/RFP ratio, acrylamide-induced, 24 h; inhibition, % at 21.8 µM; hit rate 0.49% among 360,000;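 active = interference check ratio from 0.5 to 1.5 plus GFP to RFP signal ratio inhibition reaching or exceeding a fixed threshold, cut at about 30% in these data, passing the limit was not always enough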; note: some compounds called inactive have numbers as strong as hits
bovine MsrA act – activates bovine MsrA enzyme; purified bovine MsrA, absorbance read-out; activation, % at 10.6 µM; hit rate 0.3% among 360,000; AID 602163; in the data active = activation above about 7.5%;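 note: 0% = vehicle and 100% = reference activator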
FAS TE block – blocks the thioesterase domain of human fatty acid synthase | recombinant FAS-TE, OMFH fluorogenic substrate, fluorescence endpoint | hit rate 0.67% among 360,000 | inhibition, % at 15 µM | P49327 | AID 602261;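 active = compounds whose normalised, plate-corrected inhibition of enzyme fluorescence in the single-dose primary screen is 50% or more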;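 note: 0% = DMSO with enzyme and 100% = substrate without enzyme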
E coli Lon inh – inhibits E. coli Lon protease; AID 602123; P0A9M0; inhibition, % at 7.94 µM; purified E. coli Lon protease, fluorescence polarization; hit rate 0.42% among 360,000; in the data active = inhibition above about 13%, passing the limit was not always enough;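 note: 0% = enzyme with probe and DMSO and 100% = no enzyme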
MsrA inhibitor – inhibitors of bovine MsrA | purified bovine MsrA, absorbance read-out | inhibition, % at 15.5 µM | AID 651718 | hit rate 0.75% among 360,000; in the data active = inhibition above about 4.5%;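 note: 0% = vehicle wells with enzyme and 100% = reference inhibitor wells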
An asterisk follows results filed as active; i = inactive; . = no result given; + = active, no number; & = joins results of further samples. Only part of the results is shown (hit frequency here may not be typical).

Value order – E coli Lon inh	FAS TE block	Rin1-Abl PPI inh	MT1-MMP act inh	SKN-1 inh	MsrA inhibitor	bovine MsrA act	NRP1-CendR mod	Neddylation inh
1) Nc1ncc2[nH]cnc2n1
    8&-1	1&-10	0&0	2&-1	11&-2	-0.6&-0.7	0&-12	3&-6	i
2) CC(NS(C)(=O)=O)c1nnc2n1-c1ccc(Br)cc1C(c1ccccc1Cl)=NC2 (stereo unspecified)
    3	-2	-2	1	-7	1.8	-6	6	i
3) C=C1C(=O)O[C@@H]2C[C@@H](C)[C@@H]3C=CC(=O)[C@@]3(C)[C@@H](O)[C@H]12
    -9	-3	6	-13	8	-1.3	-7	-11	i
4) CC(Cc1cnccn1)NCc1c(C(=O)N2CCCCCCC2)nc2ccc(Cl)cn12 (stereo unspecified)
    -21	-5	4	-3	7	0.6	0	-1	i
5) Cc1ccc(C(=O)O)cc1N=Nc1c(O)[nH]c(=O)[nH]c1=O
    5	-3	-2	-5	18	1.0	-1	5	i
6) O=c1[nH]c(=O)n(C2CCCCC2)c(O)c1C1NCCc2ccccc21 (stereo unspecified)
    -11	-3	1	-11	5	0.1	-6	4	i
7) COc1ccc(CCNCc2ccccn2)cc1OC
    -1	-9	-1	1	4	2.2	-6	12	i
8) CNC(=O)Oc1c(C)[nH]ccc1=O
    11	-8	-2	-1	17	-0.9	-5	6	i
9) CCOC(C(=O)OCCC[N+](C)(CC)CC)(c1ccccc1)c1ccccc1
    5	-10	2	5	6	0.8	-9	-7	i
10) S=C1Nc2ccccc2Sc2ccccc21
    1	5	3	-2	6	1.6	-3	9	i
11) CCC(=O)N1c2ccc(S(=O)(=O)CCC(=O)N3CCC4(CC3)OCCO4)cc2CC1C (stereo unspecified)
    -7	-4	-1	-8	-6	-1.0	-2	4	i
12) Cc1nn(-c2ccccc2)c(Cl)c1C1C(C#N)=C(N)Oc2c1c(=O)oc1ccccc21 (stereo unspecified)
    -20	-15	3	-1	21	1.9	-3	-4	i
13) CCOc1cccc(=NC2CCCCC2)c2c(C)[nH]c(C)c12
    11	-5	-19	9	15	2.0	-8	-8	i
14) CCCCCCn1c(O)c(/C=N/N2CCCCCC2)c(=O)[nH]c1=O
    6	1	-1	-9	-3	-0.3	-1	2	i
15) NC(Cc1ccc(F)cc1)c1csc(Nc2ncccn2)n1 (stereo unspecified)
    -8	-5	2	-13	-7	-0.1	0	-1	i
16) COC(=O)C1=C(c2cc3ccccc3s2)C[C@@H]2CC[C@H]1N2C(=O)NCCS(C)=O (stereo partly specified)
    -7	-6	2	-4	3	1.0	-2	-2	i
17) Cc1cc(OCC(=O)NCc2ccc(S(N)(=O)=O)cc2)c2c3c(c(=O)oc2c1)CCC3
    5	-1	0	-4	3	1.6	-7	11	i
18) O=C(Cc1ccccc1)N1CCN(Cc2ccc(F)cc2)CC1
    -2	-3	3	-1	2	-0.2	-3	2	i
19) CN1C(=O)C(=Cc2ccccc2OCc2ccc(C(=O)O)cc2)C(=O)N(C)C1=O
    -8	-3	2	2	6	0.1	-5	-8	i
20) COc1ccc(OCC(=O)N2CCN(Cc3c[nH]c4ccccc34)CC2)cc1
    -10	1	-3	-2	5	0.8	1	-5	i

Shown with tabs: entries from further up
entry	molecule	E coli Lon inh	FAS TE block	Rin1-Abl PPI inh	MT1-MMP act inh	SKN-1 inh	MsrA inhibitor	bovine MsrA act	NRP1-CendR mod	Neddylation inh
8	CNC(=O)Oc1c(C)[nH]ccc1=O	11	-8	-2	-1	17	-0.9	-5	6	i
9	CCOC(C(=O)OCCC[N+](C)(CC)CC)(c1ccccc1)c1ccccc1	5	-10	2	5	6	0.8	-9	-7	i
10	S=C1Nc2ccccc2Sc2ccccc21	1	5	3	-2	6	1.6	-3	9	i
11	CCC(=O)N1c2ccc(S(=O)(=O)CCC(=O)N3CCC4(CC3)OCCO4)cc2CC1C (stereo unspecified)	-7	-4	-1	-8	-6	-1.0	-2	4	i
12	Cc1nn(-c2ccccc2)c(Cl)c1C1C(C#N)=C(N)Oc2c1c(=O)oc1ccccc21 (stereo unspecified)	-20	-15	3	-1	21	1.9	-3	-4	i
13	CCOc1cccc(=NC2CCCCC2)c2c(C)[nH]c(C)c12	11	-5	-19	9	15	2.0	-8	-8	i

(further entries)
Value order – E coli Lon inh	FAS TE block	Rin1-Abl PPI inh	MT1-MMP act inh	SKN-1 inh	MsrA inhibitor	bovine MsrA act	NRP1-CendR mod	Neddylation inh
21) C[C@@]12CC[C@@H](c3cc4c(cc3C1)OCO4)N2c1ccccc1
    .	.	.	-1	2	-0.8	.	14	i
22) CN(C(=O)Oc1ccc(C(=O)c2ccc(Cl)cc2)cc1)c1ccccc1
    -17	22	1	2	6	0.5	-2	4	i
23) O=C(Cc1ccccc1)Oc1cccc(N2C(=O)CCC2=O)c1
    -1	-8	4	2	7	-0.6	-1	0	i
24) c1ccc(CN2Cc3ccccc3-n3nncc3C2)nc1
    9	-6	-5	2	20	-0.5	-3	3	i
25) Oc1ccc(Cl)cc1CN1CCN(Cc2ccccc2)CC1
    -2	2	4	-1	7	-1.0	-13	0	i
26) COc1ccc(OC)c([C@@H](O)[C@H](C)NC(C)(C)C)c1
    -7	-5	0	1	3	1.0	-7	-5	i
27) CCn1cc(C(=O)c2cccs2)c2ccccc21
    -2	3	-14	0	21	2.5	-6	3	i
28) O=c1cc(C(F)(F)F)c2cc3c4c(c2o1)CCCN4CCC3
    +	-232	-14	-193	-19	0.5	-5	134	.
29) CN1CCC(O)(c2cccs2)C(C(=O)c2cccs2)C1 (stereo unspecified)
    -14	-6	-1	-5	5	-0.1	-7	6	i
30) CC(C)Oc1cc(-n2c(=S)[nH]c3ccccc3c2=O)c(Cl)cc1Cl
    1	16	-3	3	15	1.7	-5	15	i
31) CC(C)C[C@H](NP(=O)(O)O[C@@H]1O[C@@H](C)[C@H](O)[C@@H](O)[C@H]1O)C(=O)N[C@@H](Cc1c[nH]c2ccccc12)C(=O)O
    -15	-2	-2	0	4	-1.1	-3	11	i
32) COc1ccc(C2CC(c3c(O)n(CCc4ccccc4)c(=O)[nH]c3=O)=NN2)cc1OC (stereo unspecified)
    -7	8	-1	3	7	0.3	-2	-2	i
33) COC(=O)C1=C(c2ccc(F)cc2OCc2ccccc2)C[C@@H]2CC[C@H]1N2C(=O)NC1CCCCC1
    6	30	4	-13	10	-0.3	-1	12	i
34) C[C@]12CCC3C(CC[C@H]4C[C@H](O)CC[C@]34C)C1CCC2=O (stereo partly specified)
    6	3	4	4	11	-0.9	-1	0	i
35) CCN(CC)c1ccc(CC2C(=O)N(C)C(=O)N(C)C2=O)cc1
    -13	0	1	2	62	.	-3	-58	i
36) COc1ccc(-n2c(C)cc(C(=O)C[N+]34CCN(CC3)CC4)c2C)cc1
    -6	-3	-1	-1	5	0.7	-2	-6	i
37) Cc1nc2ccccc2c(=O)n1-c1ccc(-c2ccccc2)cc1
    -1	5	-2	-1	19	1.2	-1	11	i
38) COc1cccc(NP2(=O)OCC(C)([N+](=O)[O-])CO2)c1 (stereo unspecified)
    -3	-11	6	-2	7	0.2	-7	-5	i
39) CC1CCN(CC(=O)c2cccc(C(F)(F)F)c2)CC1
    3	-4	1	1	-7	1.2	-3	0	i
40) CCC(=O)Nc1ccc(N2CCN(CC)CC2)c(Cl)c1
    4	-9	2	0	-6	0.0	-1	7	i
41) CC(C)(C#CC(=O)O)OOC(c1ccccc1)(c1ccccc1)c1ccccc1
    -9	19	0	-1	16	-0.9	-3	-2	i
42) C[C@]12CC[C@@H](O)C[C@H]1CC[C@@H]1[C@@H]2CC[C@]2(C)C(=O)CC[C@@H]12
    -5	2	2	0	-7	-1.1	-2	-11	i
43) CC(C)c1ccc(O)c(CN2CCN(c3ccccc3)CC2)c1
    3	7	2	-4	22	2.6	-4	17	i
44) CC(NC(=O)Cc1cccc2ccccc12)C(=O)N1CCC(=O)CC1 (stereo unspecified)
    -8	-3	1	0	1	-0.1	-4	3	i
45) CC1CC(C)(O)CC(C(O)CC2CC(=O)NC(=O)C2)C1=O (stereo unspecified)
    7	-8	4	-52	-9	1.0	-7	-6	i
46) Cc1ccc(/C=C2\C(=O)NC(=S)N(c3ccccc3F)C2=O)s1
    -58	-14	-2	23	20	-0.4	-1	-14	i
47) CC(C)(C)c1ccc(O)c(N=Cc2c(O)ccc3ccccc23)c1
    -298	3	-3	-2	11	0.2	-4	-4	i
48) N#Cc1ccc(C(=O)N2Cc3cnnn3-c3ccccc3C2C#N)cc1 (stereo unspecified)
    1	-8	-6	7	-8	1.0	-4	-4	i
49) CC(=NCCCn1ccnc1)c1c(O)n(C)c(=O)n(C)c1=O
    -6	-10	4	-4	-4	0.0	-1	-6	i
50) Fc1ccc(CNCCc2ccc3c(c2)OCO3)cc1
    -2	-2	2	1	3	1.4	-2	-2	i

Bioassay records (PubChem BioAssay)
